C diff growth: blocks growth of Clostridium difficile; growth activity, negative = inhibition, % at 16 µg/mL (by protocol); AID 1259249; Clostridium difficile clinical isolate growth, OD600, 24 h; active compounds read low; 86,000 tested, 0.25% active;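 active = mean growth activity at or below -80% and every replicate also at or below -80%; inconclusive = mean at or below -80% but some replicate above -80%; inactive = mean growth activity above -80%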;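 also: 0% = DMSO wells and -100% = levofloxacin 16 µg/mL wells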
Tcruzi prolif: blocks T. cruzi growth in NIH3T3 culture | inhibition, % at 8.34 µM | T. cruzi beta-gal in NIH3T3, GalScreen luminescence, 90 h | 77,000 tested, 5.9% active | AID 624255;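 active = mean inhibition above about 93%, with at least 55% of replicates each passing it, limit read from the data, passing the limit was not always enough; inconclusive = only one of those two conditions holds; inactive = neither condition holds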
Pf Dd2 growth: inhibitors of Plasmodium falciparum Dd2 growth | activity change, % at 10 µM | P. falciparum Dd2 growth, SYBR Green, 72 h; active compounds read low | 94,000 tested, 2.3% active; in the data active = activity change below about -80%; inconclusive = no clear call, values can overlap the other calls
KDM4C inh: blocks human GASC-1 (KDM4C) demethylase activity | GST-KDM4C 2-372, H3K9me3 peptide, LANCE TR-FRET | 96,000 tested, 0.15% active | inhibition, % at 12.5 µM | Q9H3R0 | AID 720574;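 active = mean replicate inhibition above about 25%, with at least 55% of replicates also reaching it, limit read from the data, passing the limit was not always enough; inconclusive = only one of those two conditions met; inactive = neither condition met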
Target sequence (Q9H3R0 2-372 limits assumed): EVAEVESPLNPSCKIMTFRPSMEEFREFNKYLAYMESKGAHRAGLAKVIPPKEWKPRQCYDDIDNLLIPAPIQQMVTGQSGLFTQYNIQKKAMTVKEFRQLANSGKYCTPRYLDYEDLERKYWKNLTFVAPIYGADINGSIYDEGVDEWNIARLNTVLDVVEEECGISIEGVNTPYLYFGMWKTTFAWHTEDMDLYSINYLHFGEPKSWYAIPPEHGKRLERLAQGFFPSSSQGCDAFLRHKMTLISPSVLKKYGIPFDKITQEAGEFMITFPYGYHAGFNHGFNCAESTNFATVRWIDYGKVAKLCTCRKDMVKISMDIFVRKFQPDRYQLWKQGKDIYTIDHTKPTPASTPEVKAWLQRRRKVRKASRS
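material = GST-tagged GASC-1 (JMJD2C) catalytic fragment, aa 2-372 | amount = enzyme final amount 10 nM | medium = HEPES buffer, pH 7.5, plus ascorbate | also added = H3K9me3 peptide substrate, Fe(II), 2-oxoglutarate | dosing = single dose | times = 30 min demethylation and 1 h detection at room temperature | detection = LANCE TR-FRET | read-out basis = Fall in 671/618 emission ratio as inhibition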
Starred values were filed as active, the others as inactive; ? = inconclusive; / = not tested or not shown; & = joins results of further samples.

| Compound | C diff growth | Tcruzi prolif | Pf Dd2 growth | KDM4C inh |
| --- | --- | --- | --- | --- |
| CC(C)C#Cc1cnc2c(c1)C(=O)N([C@@H](C)CO)C[C@@H](C)[C@@H](CN(C)C(=O)Nc1ccccc1)O2 | 21 | 45 | / | -3.6 |
| C/C=C/c1ccc(C2[C@H]3CNC[C@@H]2N3S(=O)(=O)c2ccc(Cl)cc2)cc1 (some centres not stated) | -8 | / | 19 | -1.1 |
| CN1CCN(C(=O)C[C@H]2CC[C@@H]3[C@H](COC[C@H](O)CN3CC3CCCC3)O2)CC1 | 0 | / | -1 | 0.3 |
| COc1ccc2c3c([nH]c2c1)[C@@H](CO)N(C(=O)CC1CC1)CC31CN(Cc2ccncc2)C1 | -1 | / | -12 | -0.4 |
| CO[C@@H]1CN(C)C(=O)c2cc(NC(C)=O)ccc2OC[C@@H](C)N(CC2CCCCC2)C[C@@H]1C | -1 | -9 | -38 | -0.4 |
| COc1ccc2c3c([nH]c2c1)[C@@H](CO)N(CC1CC1)CC31CCN(C(=O)NC2CCCC2)CC1 | 26 | / | -42 | -0.9 |
| Cc1ccc(S(=O)(=O)N2C[C@H](O)COC[C@H]3O[C@@H](CC(=O)N[C@H]4CCN(Cc5ccccc5)C4)CC[C@@H]32)cc1 | / | 85 | -14 | -0.9 |
| CC=Cc1ccc2n(c1=O)C[C@@H]1[C@@H](CO)[C@H](C(=O)NCCc3ccccc3)[C@H]2N1C (mixture of isomers) | -2 | -23 | 13 | -1.1 |
| C[C@@H]1CN([C@H](C)CO)C(=O)c2cccc(NC(=O)Nc3ccc(F)cc3)c2O[C@@H]1CN(C)Cc1ccc(C(=O)O)cc1 | -5 | 10 | 29 | -1.0 |
| COc1ccc(NC(=O)N(C)C[C@@H]2Oc3ccc(NS(C)(=O)=O)cc3CC(=O)N([C@@H](C)CO)C[C@@H]2C)cc1 | -9 | 13 | 18 | 11 |
| C[C@@H]1CN([C@@H](C)CO)C(=O)c2cccc(NS(=O)(=O)c3ccc(F)cc3)c2O[C@@H]1CN(C)Cc1ccccc1 | 2 | 31 | -53 | -2.7 |
| C[C@H]1CN([C@@H](C)CO)S(=O)(=O)c2ccc(C#CCN(C)C)cc2O[C@H]1CN(C)S(C)(=O)=O | 6 | -5 | / | 2.7 |
| O=C(CC1CC1)N[C@@H]1CC[C@H](CCNS(=O)(=O)c2ccc(Cl)cc2)O[C@H]1CO | -8 | 65 | 11 | 1.2 |
| CC(C)NC(=O)N(C)C[C@@H]1OCCCC[C@H](C)Oc2ccc(NS(=O)(=O)c3ccc(F)cc3)cc2C(=O)N([C@@H](C)CO)C[C@@H]1C | -2 | 4 | / | -0.2 |
| Cc1ccccc1S(=O)(=O)N1C[C@H](O)COC[C@H]2O[C@H](CC(=O)NCc3ccccc3Cl)CC[C@@H]21 | -7&-9 | 15 | / | 1.4 |
| O=C(C[C@H]1CC[C@H]2[C@@H](COC[C@@H](O)CN2Cc2cccc(F)c2)O1)NCCc1ccncc1 | / | -12 | 1 | -0.9 |
| COc1ccccc1C#Cc1ccc([C@H]2[C@@H](C#N)N(C(=O)C3CCCC3)[C@@H]2CO)cc1 | -3 | / | -87* | -2.4 |
| CC=Cc1ccc2n(c1=O)C[C@H]1[C@H](CO)[C@@H](C(=O)N(C)C)N(CC3CCOCC3)[C@@H]21 (mixture of isomers) | -1 | -30 | 16 | 1.2 |
| O=C(NCC1CC1)[C@@H]1[C@@H](CO)[C@@H]2Cn3c(ccc(-c4ccccc4F)c3=O)[C@H]1N2Cc1ccncc1 | 0 | 41 | -9 | -0.2 |
| COc1ccc(NC(=O)Nc2ccc3c(c2)C(=O)N([C@H](C)CO)C[C@H](C)[C@H](CN(C)Cc2ccncc2)OCCCC[C@H](C)O3)cc1 | 2 | 98 | 29 | 2.1 |
| Cc1cc(C(=O)Nc2ccc3c(c2)C(=O)N(C)[C@@H]2CC[C@@H](CC(=O)O)O[C@@H]2CO3)no1 | 8 | 17 | 9 | 2.4 |
| C/C=C/c1ccc2c(c1)O[C@@H](CN(C)C(=O)NC(C)C)[C@H](C)CN([C@@H](C)CO)S2(=O)=O | -2 | 0 | 10 | 0.9 |
| COCC(=O)Nc1ccc2c(c1)C(=O)N(C)[C@H]1CC[C@@H](CC(=O)NCc3ccccc3Cl)O[C@@H]1CO2 | 4 | -3 | 7 | -0.5 |
| O=C(Nc1ccc2c(c1)[C@@H]1C[C@@H](CC(=O)N3CCCCC3)O[C@@H](CO)[C@@H]1O2)c1cccnc1 | -5 | 16 | -3 | -2.4 |
| COc1ccc(NC(=O)Nc2ccc3c(c2)[C@@H]2C[C@@H](CC(=O)NCc4ccccn4)O[C@H](CO)[C@@H]2O3)cc1 | 0 | -6 | 6 | 4.5 |
| O=C(C[C@@H]1C=C[C@@H](NC(=O)CN2CCOCC2)[C@@H](CO)O1)NC1CCCCC1 | 4 | -26 | 16 | 0.2 |
| C[C@@H]1CCCCO[C@@H](CN(C)S(=O)(=O)c2ccc(F)cc2)[C@H](C)CN([C@H](C)CO)C(=O)c2cc(NC(=O)Nc3ccc(C(F)(F)F)cc3)ccc2O1 | / | 92 | -76 | 0.9 |
| O=C(C[C@@H]1CC[C@H]2[C@@H](COC[C@H](O)CN2Cc2ccc(Cl)cc2)O1)Nc1nccs1 | 1 | 20 | -30 | -1.7 |
| COCC(=O)Nc1ccc2c(c1)C(=O)N(C)[C@H]1CC[C@@H](CC(=O)NCCCN(C)C)O[C@@H]1CO2 | -8 | 0 | 7 | 8.9 |
| C[C@@H]1CN([C@@H](C)CO)C(=O)c2cccc(NS(=O)(=O)c3cn(C)cn3)c2O[C@@H]1CN(C)C(=O)Nc1ccc(F)cc1 | 11 | -6 | -53 | 0.8 |
| CC(=O)N(C)C[C@@H]1Oc2cc(C#Cc3ccccc3)ccc2S(=O)(=O)N([C@@H](C)CO)C[C@@H]1C | -7 | 58 | -17 | -1.7 |
| CCCC#Cc1ccc([C@@H]2[C@@H](CO)N3C(=O)CN(C(=O)Cc4cccnc4)C[C@@H]23)cc1 | -1 | / | 3 | 0.7 |
| C[C@@H]1CCCCO[C@@H](CN(C)S(=O)(=O)c2ccccc2)[C@@H](C)CN([C@@H](C)CO)C(=O)c2cc(NS(=O)(=O)c3cn(C)cn3)ccc2O1 | -4 | -31 | 16 | -3.9 |
| CN1CCN(C(=O)C[C@@H]2CC[C@H]3[C@@H](COC[C@@H](O)CN3S(=O)(=O)c3cccc(F)c3)O2)CC1 | 2&-4 | -80 | 7 | -0.2 |
| CCCC#Cc1cnc2c(c1)C(=O)N([C@H](C)CO)C[C@H](C)[C@H](CN(C)C(=O)Cc1ccncc1)O2 | -4 | -5 | 5 | -0.8 |
| C[C@@H]1CCCCO[C@H](CN(C)C(=O)CCCN(C)C)[C@H](C)CN([C@H](C)CO)C(=O)c2cc(NS(C)(=O)=O)ccc2O1 | -2 | -7 | 25 | 2.0 |
| COCCNC(=O)C[C@@H]1CC[C@@H](NC(=O)NC2CCCCC2)[C@H](CO)O1 | 0 | 3 | 13 | 0.5 |
| O=C(Cc1ccncc1)Nc1ccc2c(c1)[C@@H]1C[C@H](CC(=O)NC3CCCCC3)O[C@@H](CO)[C@@H]1O2 | 1 | / | -9 | 2.7 |
| C[C@@H]1CN([C@@H](C)CO)C(=O)c2cccc(NC(=O)Nc3ccccc3)c2O[C@@H]1CN(C)C(=O)Nc1cccc2ccccc12 | 4 | 70 | -67 | -1.6 |
| CCCC(=O)Nc1ccc2c(c1)OC[C@H](C)N(C(=O)CC)C[C@H](C)[C@H](OC)CN(C)C2=O | / | -40 | 14 | -0.1 |
| COc1ccc2c3c(n(C)c2c1)[C@H](CO)N(C(=O)CN1CCOCC1)CC31CN(C(=O)CC2CC2)C1 | -4 | / | -14 | 1.3 |
| C[C@H](CO)N1C[C@H](C)[C@H](CN(C)S(=O)(=O)c2cn(C)cn2)Oc2c(NC(=O)C3CCCCC3)cccc2C1=O | / | 19 | 24 | 1.5 |
| O=C(Nc1ccc2c(c1)[C@@H]1C[C@@H](CC(=O)N3CCc4ccccc4C3)O[C@@H](CO)[C@@H]1O2)Nc1ccccc1F | 3 | / | -60 | 12 |
| C[C@@H]1CN([C@@H](C)CO)C(=O)c2cc(NS(=O)(=O)c3ccc(Cl)cc3)ccc2O[C@@H]1CN(C)S(=O)(=O)c1cn(C)cn1 | -4 | 83 | 5 | -0.3 |
| COc1ccc(NC(=O)Nc2ccc3c(c2)C(=O)N([C@H](C)CO)C[C@H](C)[C@@H](CN(C)CC2CCCCC2)O3)cc1 | -2 | 0 | -11 | 0.7 |
| C[C@@H]1CN([C@@H](C)CO)C(=O)c2cc(NC(=O)Nc3ccccc3)ccc2O[C@H]1CN(C)C(=O)Nc1ccccc1 | -1 | -23 | -19 | 0.3 |
| COc1ccc2c3c([nH]c2c1)[C@H](CO)N(C)CC31CCN(S(=O)(=O)c2cn(C)cn2)CC1 | -2 | / | 0 | -0.2 |
| C[C@H](CO)N1C[C@H](C)[C@H](CN(C)S(=O)(=O)c2ccccc2)Oc2ccc(NC(=O)Nc3ccccc3)cc2CC1=O | 10 | 54 | -29 | -2.1 |
| Cc1ccc(S(=O)(=O)N(C)C[C@H]2OCCCC[C@H](C)Oc3ccc(NC(=O)NC4CCCCC4)cc3C(=O)N([C@@H](C)CO)C[C@@H]2C)cc1 | -5 | 74 | ? | -0.8 |
| C[C@@H]1CN([C@@H](C)CO)C(=O)c2cccc(NC(=O)Nc3ccc(C(F)(F)F)cc3)c2O[C@@H]1CN(C)S(=O)(=O)c1cn(C)cn1 | / | 13 | -12 | 1.3 |

(further entries)
| Compound | C diff growth | Tcruzi prolif | Pf Dd2 growth | KDM4C inh |
| --- | --- | --- | --- | --- |
| COc1ccccc1S(=O)(=O)N(C)C[C@H]1OCc2cnnn2CCCC(=O)N([C@H](C)CO)C[C@@H]1C | 4&5 | 23&-33 | 0&6 | -0.4 |
| CNC[C@H]1OCCCC[C@@H](C)Oc2ccc(NS(=O)(=O)c3cn(C)cn3)cc2C(=O)N([C@@H](C)CO)C[C@H]1C | 4 | 52 | 4 | 2.0 |
| CCCN1[C@H](C(=O)N[C@H](C)c2ccccc2)[C@@H](CO)[C@@H]2Cn3c(ccc(-c4ccccc4)c3=O)[C@@H]21 | 12 | 72 | -20 | 7.5 |
| C[C@H]1CN([C@@H](C)CO)C(=O)c2cc(C#CCc3ccccc3)cnc2O[C@@H]1CN(C)Cc1ccccn1 | -16 | -3 | -73 | ? |
| COc1cccc(-c2cn(CC[C@@H]3CC[C@H](NC(=O)CN(C)C)[C@H](CO)O3)nn2)c1 | / | -27 | -6 | 1.0 |
| CC(C)NC(=O)Nc1cccc2c1O[C@H](CN(C)Cc1ccncc1)[C@H](C)CN([C@@H](C)CO)C2=O | 4 | 13 | 3 | 0.8 |
| O=C(C[C@@H]1C=C[C@@H](NC(=O)Nc2ccc(C(F)(F)F)cc2)[C@H](CO)O1)NCc1cccc(F)c1 | / | -47 | -11 | -0.4 |
| COc1ccc(S(=O)(=O)Nc2cccc3c2O[C@H](CN(C)Cc2ccncc2)[C@@H](C)CN([C@@H](C)CO)C3=O)cc1 | -2&-4 | / | -3 | 0.7 |
| COc1ccc(S(=O)(=O)Nc2ccc3c(c2)CC(=O)N([C@@H](C)CO)C[C@@H](C)[C@H](CN(C)Cc2ccccc2)O3)cc1 | -5 | 113* | -26 | -0.7 |
| CCCNC(=O)C[C@H]1C[C@H]2c3cc(NC(=O)Nc4ccc(F)cc4)ccc3O[C@H]2[C@H](CO)O1 | 1 | 42 | 7 | 0.3 |
| COc1ccc2c3c([nH]c2c1)[C@H](CO)N(C(=O)c1cccc(F)c1)CC31CN(C(=O)c2ccccc2)C1 | -20 | / | -13 | -0.2 |
| CC(C)C#Cc1ccc2c(c1)O[C@H](CN(C)S(C)(=O)=O)[C@@H](C)CN([C@H](C)CO)S2(=O)=O | 3 | 34 | 14 | 0.2 |
| CC(C)NC(=O)Nc1ccc2c(c1)C(=O)N([C@@H](C)CO)C[C@@H](C)[C@H](CN(C)Cc1ccc(C(=O)O)cc1)OCCCC[C@H](C)O2 | -10 | 14 | 8 | 0.7 |
| Cc1ccc(-c2ccc3c(c2)O[C@@H](CN(C)Cc2cccc(C(=O)O)c2)[C@@H](C)CN([C@@H](C)CO)S3(=O)=O)cc1 | 6 | 12 | -16 | 5.8 |
| C[C@H](CO)N1C[C@H](C)[C@H](CN(C)C(=O)Nc2ccccc2)OCCCC[C@H](C)Oc2ccc(NC(=O)Nc3ccc4c(c3)OCO4)cc2C1=O | -5 | 18 | 60 | 0.5 |
| O=C(c1cccnc1)N1CC2(C1)[C@@H](c1ccccc1)[C@H](CO)N2Cc1cccnc1 | -3 | / | 21 | -0.5 |

Screening results from PubChem.

Rows were taken by chance (roughly 6.7% active in at least one column).
